APP 5UTR inh = APP translation inhibition | SH-SY5Y APP 5'UTR-luciferase reporter, luminescence | inhibition, % at 2 µM | actives 0.82% (n = 190,000) | AID 1285;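 active = inhibition above a set limit, derived from the sample mean plus 3 SD, cut at about 45% in these data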; note: values of inactives mirror those of a sister screen read the other way
FLuc inh counter = counter-screen for luciferase assay inhibitors: firefly luciferase inhibition | P08659 | ATPLite firefly luciferase biochemical luminescence, 10 min | inhibition, % at 10 µM | actives 1.5% (n = 200,000) | AID 1006;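 active = inhibition above about 50% when tested at 10 µM, limit read from the data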
Target sequence (P08659 whole entry, looked up): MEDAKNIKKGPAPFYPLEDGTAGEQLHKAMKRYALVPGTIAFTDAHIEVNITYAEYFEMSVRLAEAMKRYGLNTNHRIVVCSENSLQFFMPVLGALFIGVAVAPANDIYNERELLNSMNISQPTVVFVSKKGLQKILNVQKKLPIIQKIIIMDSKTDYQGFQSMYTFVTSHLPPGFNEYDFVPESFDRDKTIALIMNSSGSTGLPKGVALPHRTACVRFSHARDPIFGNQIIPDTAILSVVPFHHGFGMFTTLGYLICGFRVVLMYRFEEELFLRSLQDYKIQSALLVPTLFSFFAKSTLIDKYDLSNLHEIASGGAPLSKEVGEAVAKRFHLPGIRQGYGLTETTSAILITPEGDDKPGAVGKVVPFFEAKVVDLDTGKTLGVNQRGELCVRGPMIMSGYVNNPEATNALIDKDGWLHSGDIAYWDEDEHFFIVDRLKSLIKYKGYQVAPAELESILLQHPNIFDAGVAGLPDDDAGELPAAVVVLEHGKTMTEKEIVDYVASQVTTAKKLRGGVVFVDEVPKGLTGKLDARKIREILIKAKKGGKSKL
ROMK mod = human ROMK K+ channel modulation, primary screen; B-score at 10 µM; actives 2% (n = 130,000); P48048; Tet-inducible ROMK, thallium flux fluorescence; actives lie on both sides;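 active = signal ratio slope over the read window, or its plate-corrected B-score, at least 3 SD from the plate mean, either direction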;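 note: B-score of the F/F0 ratio slope over 7 to 12 s after thallium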
Target sequence (P48048 whole entry, looked up): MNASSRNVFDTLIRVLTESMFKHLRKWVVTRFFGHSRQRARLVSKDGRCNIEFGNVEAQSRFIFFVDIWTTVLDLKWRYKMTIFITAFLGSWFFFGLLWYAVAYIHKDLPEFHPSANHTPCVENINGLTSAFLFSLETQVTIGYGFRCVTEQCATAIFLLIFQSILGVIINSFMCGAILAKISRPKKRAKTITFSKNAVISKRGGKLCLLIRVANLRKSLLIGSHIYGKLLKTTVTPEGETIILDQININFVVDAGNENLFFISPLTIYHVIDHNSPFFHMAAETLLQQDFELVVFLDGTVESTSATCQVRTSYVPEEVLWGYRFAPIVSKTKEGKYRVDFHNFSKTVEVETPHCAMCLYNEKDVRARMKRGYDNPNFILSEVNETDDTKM
NF-kB neuron act = raises NF-kB expression in human neuronal cells; actives 1.6% (n = 190,000); NF-kB reporter expression; active compounds read high; fold change at 12.5 µM; in the data active = fold change above about 3.3
APP 5'UTR act = activates APP 5'UTR luciferase reporter; actives 1% (n = 190,000); activation, % at 2 µM; SH-SY5Y APP 5'UTR luciferase reporter, luminescence; zero percent = DMSO vehicle wells;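 active = activation above a set limit, based on mean plus 3 SD of controls, cut at about 140% in these data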; note: values of inactives mirror those of a sister screen read the other way
STAT3 blocker = reduces IL-6 driven STAT3 reporter signal; U3A cells, IL-6 STAT3-luciferase reporter, luminescence; host cell line lacks STAT1; inhibition, % at 5.5 µM; actives 0.89% (n = 190,000); AID 862;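 active = inhibition above the mean inhibition across all screened compounds plus 3 SD, cut at about 44% in these data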;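 note: 0% = DMSO only wells and 100% = 100 µM nifuroxazide control wells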
FLuc stim CS = firefly luciferase counter-screen for stimulation assays; P08659; ATPlite luciferase biochemical, luminescence, 10 min; 0 = ATP-free wells, 1 = DMSO control; activation factor at 10 µM; 200,000 tested, under 10 active; AID 1027;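 active = luciferase activation factor, scaled between plate controls, of at least 2 with compound at 10 µM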
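System: cell-free luciferase reagent; medium: PBS as buffer for the ATP substrate; doses: test compounds dosed from 2 mM stocks in 100% DMSO; incubation: 10 min, room temperature; measured by: luminescence from luciferase reaction; read-out: luciferase activation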
STAT1 act = STAT1 signaling activation. NIH 3T3 STAT1-luciferase reporter, IFN-gamma, luminescence; 100% = IFN-gamma alone, no compound. activation (% of control), % at 5.5 µM. actives 2.6% (n = 200,000);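 active = activation above the screen-wide mean activation plus 3 SD, cut at about 130% in these data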;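 note: raw ratio to IFN-gamma control signal so 100% means no change and 0% no light; values of inactives mirror those of a sister screen read the other way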
STAT3 act = activators of IL-6 induced STAT3 signaling; actives 0.91% (n = 190,000); AID 871; U3A cells, IL-6 STAT3-luciferase reporter, luminescence; 100% = signal with IL-6 EC80 alone; activation (% of control), % at 5.6 µM;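 active = activation above the screen-wide mean of compound activation plus 3 SD, cut at about 130% in these data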;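 note: 0% = background luminescence of wells with medium and substrate only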
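system = STAT3-luciferase reporter U3A cells | reagent = IL-6 stimulus at 33 ng/mL final | timing = 1 h compound pre-exposure, 6 h IL-6 stimulation, 37 °C | measured by = luminescence | evaluation = % activation versus median of IL-6-stimulated wells | control set = IL-6-only wells as 100% reference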
STAT1 blocker = inhibitors of IFN-gamma induced STAT1 signaling | NIH 3T3 STAT1-luciferase reporter, luminescence | actives 0.35% (n = 200,000) | inhibition, % at 5.5 µM;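 active = inhibition above a set limit, the mean inhibition across all tested compounds plus 3 SD, cut at about 34% in these data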;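 note: 0% = IFN-gamma with DMSO and 100% = IFN-gamma with 300 µM nifuroxazide; values of inactives mirror those of a sister screen read the other way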
The depositor's hits bear a star.

What do the screens show for `O=C(N/C(=C\c1cccc([N+](=O)[O-])c1)C(=O)N(CCO)CCO)c1ccco1`?
APP 5UTR inh: 3; FLuc inh counter: -7; ROMK mod: 0.55; NF-kB neuron act: 1; APP 5'UTR act: -3; STAT3 blocker: -9; FLuc stim CS: 1.1; STAT1 act: 99; STAT3 act: 112; STAT1 blocker: 0

How did O=C(Cn1c(NCCO)nc2ccccc21)NCCc1ccc(F)cc1 do in these assays?
APP 5UTR inh: 14; FLuc inh counter: 7; NF-kB neuron act: 0.96; APP 5'UTR act: -14; STAT3 blocker: -1; FLuc stim CS: 0.9; STAT1 act: 102; STAT3 act: 104; STAT1 blocker: -2

How did CC(C)c1ccc(NC(=O)c2cccc(Br)c2)cc1 do in these assays?
APP 5UTR inh: -130; FLuc inh counter: 35; NF-kB neuron act: 1.1; APP 5'UTR act: 130; STAT3 blocker: 18; FLuc stim CS: 0.6; STAT1 act: 140*; STAT3 act: 87; STAT1 blocker: -45

Results for CCC1C(=O)Nc2nc(-c3ccccc3)c(-c3ccccc3)n2N=C1C (stereo unspecified) ?
APP 5UTR inh: -6; FLuc inh counter: -4; ROMK mod: 0.056; NF-kB neuron act: 0.85; APP 5'UTR act: 6; STAT3 blocker: 13; FLuc stim CS: 1; STAT1 act: 99; STAT3 act: 94; STAT1 blocker: 1

What do the screens show for `COc1ccc(-n2nnc3c(=O)n(Cc4cc(C)ccc4C)cnc32)cc1`?
APP 5UTR inh: -2; FLuc inh counter: -2; ROMK mod: 1.3; NF-kB neuron act: 1.2; APP 5'UTR act: 2; STAT3 blocker: 6; FLuc stim CS: 1; STAT1 act: 91; STAT3 act: 98; STAT1 blocker: 10

How did CCOc1ccccc1NC(=S)/C(=C(\[O-])c1ccc2c(c1)OCCO2)[n+]1ccc(CC)cc1 do in these assays?
FLuc inh counter: -2; ROMK mod: -0.083; NF-kB neuron act: 0.96; STAT3 blocker: -6; FLuc stim CS: 1; STAT1 act: 100; STAT3 act: 104; STAT1 blocker: 0

How did O=C(NCCO)c1ccc(-c2nnc(N3CCOCC3)c3ccccc23)cc1 do in these assays?
APP 5UTR inh: 8; FLuc inh counter: -4; ROMK mod: 0.97; NF-kB neuron act: 0.99; APP 5'UTR act: -8; STAT3 blocker: 4; FLuc stim CS: 1; STAT1 act: 104; STAT3 act: 97; STAT1 blocker: -4

How did COc1cc(NC(=S)NC(=O)c2ccco2)ccc1NC(=O)C(C)C do in these assays?
APP 5UTR inh: -48; FLuc inh counter: 21; ROMK mod: -1.1; NF-kB neuron act: 1.4; APP 5'UTR act: 48; STAT3 blocker: 7; FLuc stim CS: 0.8; STAT1 act: 116; STAT3 act: 98; STAT1 blocker: -21

What do the screens show for `Cc1nn(C)c(C)c1S(=O)(=O)N(CC(=O)NCCN1CCOCC1)c1ccc(C(C)C)cc1`?
APP 5UTR inh: 19; FLuc inh counter: -5; NF-kB neuron act: 1; APP 5'UTR act: -19; STAT3 blocker: 4; FLuc stim CS: 1.1; STAT1 act: 101; STAT3 act: 97; STAT1 blocker: 0

How did Nc1c(N2CCCCC2)c2ccccc2oc1=O do in these assays?
APP 5UTR inh: -10; FLuc inh counter: -3; ROMK mod: 0.2; NF-kB neuron act: 0.96; APP 5'UTR act: 10; STAT3 blocker: -5; FLuc stim CS: 1; STAT1 act: 103; STAT3 act: 105; STAT1 blocker: -5

Results for O=S(=O)(NC1=NCCC1)c1ccc(F)cc1 ?
APP 5UTR inh: 14; FLuc inh counter: -1; NF-kB neuron act: 1.2; APP 5'UTR act: -14; STAT3 blocker: 5; FLuc stim CS: 1; STAT1 act: 92; STAT3 act: 102; STAT1 blocker: 9

Results for Nc1nc(CSc2ncn[nH]2)nc(Nc2ccc(F)cc2)n1 ?
APP 5UTR inh: -23; FLuc inh counter: 1; ROMK mod: -0.73; NF-kB neuron act: 1.1; APP 5'UTR act: 23; STAT3 blocker: 9; FLuc stim CS: 1; STAT1 act: 113; STAT3 act: 95; STAT1 blocker: -14

What do the screens show for `Cc1ccc(/C(O)=C2/C(=O)C(=O)N(CCCn3ccnc3)C2c2ccccn2)cc1` (stereo unspecified)?
APP 5UTR inh: 7; FLuc inh counter: -5; NF-kB neuron act: 1; APP 5'UTR act: -7; STAT3 blocker: 6; FLuc stim CS: 1; STAT1 act: 100; STAT3 act: 103; STAT1 blocker: 2

Results for O=C(CN1C(=O)C2CCCCC2C1=O)Nc1ccc(S(=O)(=O)Nc2ncccn2)cc1 (stereo unspecified) ?
APP 5UTR inh: 3; FLuc inh counter: -3; ROMK mod: 0.23; NF-kB neuron act: 1.2; APP 5'UTR act: -3; STAT3 blocker: -1; FLuc stim CS: 1; STAT1 act: 99; STAT3 act: 102; STAT1 blocker: 0

Results for COc1ccccc1C1C2C(=O)N(c3ccccc3)C(=O)C2ON1c1ccccc1 (stereo unspecified) ?
APP 5UTR inh: 6; FLuc inh counter: -8; NF-kB neuron act: 1.2; APP 5'UTR act: -5; STAT3 blocker: 2; FLuc stim CS: 1.1; STAT1 act: 99; STAT3 act: 102; STAT1 blocker: 1

Continued (two carried over from the part before).
Results for O=C(CN1C(=O)C2CCCCC2C1=O)Nc1ccc(S(=O)(=O)Nc2ncccn2)cc1 (stereo unspecified) ?
APP 5UTR inh: 3; FLuc inh counter: -3; ROMK mod: 0.23; NF-kB neuron act: 1.2; APP 5'UTR act: -3; STAT3 blocker: -1; FLuc stim CS: 1; STAT1 act: 99; STAT3 act: 102; STAT1 blocker: 0

Results for COc1ccccc1C1C2C(=O)N(c3ccccc3)C(=O)C2ON1c1ccccc1 (stereo unspecified) ?
APP 5UTR inh: 6; FLuc inh counter: -8; NF-kB neuron act: 1.2; APP 5'UTR act: -5; STAT3 blocker: 2; FLuc stim CS: 1.1; STAT1 act: 99; STAT3 act: 102; STAT1 blocker: 1

How did Cc1ccc(-c2cc(C(F)F)n3ncc(C(=O)N4CCN5CCCC5C4)c3n2)cc1 (stereo unspecified) do in these assays?
APP 5UTR inh: 11; FLuc inh counter: -2; NF-kB neuron act: 0.95; APP 5'UTR act: -11; STAT3 blocker: 10; FLuc stim CS: 1; STAT1 act: 95; STAT3 act: 94; STAT1 blocker: 5

What do the screens show for `C/C(=N\NC(=O)c1csc(C)c1C)c1ccco1`?
APP 5UTR inh: -78; FLuc inh counter: 79*; ROMK mod: 0.16; NF-kB neuron act: 3.7*; APP 5'UTR act: 78; STAT3 blocker: 26; FLuc stim CS: 0.2; STAT1 act: 117; STAT3 act: 79; STAT1 blocker: -19

Results for CCOP(=O)(OCC)c1nc(-c2ccc(C)cc2)oc1NCc1ccccc1 ?
APP 5UTR inh: 9; FLuc inh counter: -4; NF-kB neuron act: 0.81; APP 5'UTR act: -9; STAT3 blocker: -7; FLuc stim CS: 1; STAT1 act: 101; STAT3 act: 105; STAT1 blocker: -2

Results for O=C(CCl)Oc1ccc2occ(C(=O)c3cccs3)c2c1 ?
APP 5UTR inh: -37; FLuc inh counter: 8; ROMK mod: 0.36; NF-kB neuron act: 2.9; APP 5'UTR act: 37; STAT3 blocker: 16; FLuc stim CS: 0.9; STAT1 act: 103; STAT3 act: 87; STAT1 blocker: -2

What do the screens show for `COc1ccc(S(=O)(=O)CCc2nc3ccccc3s2)cc1`?
APP 5UTR inh: 2; FLuc inh counter: -6; ROMK mod: 0.31; NF-kB neuron act: 1.2; APP 5'UTR act: -2; STAT3 blocker: 9; FLuc stim CS: 1.1; STAT1 act: 86; STAT3 act: 94; STAT1 blocker: 15

Results for Cc1cccc(C(CC(=O)O)NC(=O)C(F)(F)F)c1 (stereo unspecified) ?
APP 5UTR inh: -2; FLuc inh counter: 1; ROMK mod: -0.061; NF-kB neuron act: 1.2; APP 5'UTR act: 2; STAT3 blocker: -8; FLuc stim CS: 1; STAT1 act: 99; STAT3 act: 108; STAT1 blocker: 0

Results for CN1CCN(C(=O)CC2(CC(=O)O)CCCC2)CC1 ?
APP 5UTR inh: -1; FLuc inh counter: 1; ROMK mod: -0.65; NF-kB neuron act: 1.2; APP 5'UTR act: 1; STAT3 blocker: 0; FLuc stim CS: 1; STAT1 act: 103; STAT3 act: 102; STAT1 blocker: -5

How did CCOC(=O)c1sc(NC(=O)C(C)Sc2nnc(N)s2)nc1C (stereo unspecified) do in these assays?
APP 5UTR inh: 3; FLuc inh counter: -1; ROMK mod: -0.13; NF-kB neuron act: 1.4; APP 5'UTR act: -3; STAT3 blocker: 10; FLuc stim CS: 1; STAT1 act: 104; STAT3 act: 97; STAT1 blocker: -6

How did COc1ccc(N2C(=O)/C(=C/c3cccs3)NC2=S)cc1 do in these assays?
APP 5UTR inh: -29; FLuc inh counter: 8; NF-kB neuron act: 1.3; APP 5'UTR act: 29; STAT3 blocker: 4; FLuc stim CS: 0.9; STAT1 act: 95; STAT3 act: 99; STAT1 blocker: 6

Results for CCOC(=O)C1=C(C)NC(C)=C(C(=O)OCC)C1C(=O)OC1CCOC1=O (stereo unspecified) ?
APP 5UTR inh: 7; FLuc inh counter: -3; NF-kB neuron act: 1.3; APP 5'UTR act: -7; STAT3 blocker: 10; FLuc stim CS: 1; STAT1 act: 112; STAT3 act: 91; STAT1 blocker: -13

Results for COc1ccc(Cc2noc(CN3CCN(C4CCc5ccccc5C4)CC3)n2)cc1OC (stereo unspecified) ?
APP 5UTR inh: 4; FLuc inh counter: -2; ROMK mod: -2; APP 5'UTR act: -4; STAT3 blocker: 18; FLuc stim CS: 1; STAT1 act: 84; STAT3 act: 89; STAT1 blocker: 18

Results for CCC(=O)NC(=S)Nc1cccc(Cl)c1N1CCCC1 ?
APP 5UTR inh: 3; FLuc inh counter: -1; ROMK mod: -0.0045; APP 5'UTR act: -3; STAT3 blocker: 13; FLuc stim CS: 1; STAT1 act: 98; STAT3 act: 93; STAT1 blocker: 2

Results for CCNC(=O)NC(=O)CSc1nc2ccccc2n1CC(C)C ?
APP 5UTR inh: -8; FLuc inh counter: -3; NF-kB neuron act: 0.96; APP 5'UTR act: 8; STAT3 blocker: 4; FLuc stim CS: 1; STAT1 act: 95; STAT3 act: 99; STAT1 blocker: 5

Results for COc1ccc(NC(=O)Nc2ccncc2)c(OC)c1 ?
APP 5UTR inh: 2; FLuc inh counter: -3; ROMK mod: 0.36; NF-kB neuron act: 1.1; APP 5'UTR act: -2; STAT3 blocker: 19; FLuc stim CS: 1; STAT1 act: 100; STAT3 act: 90; STAT1 blocker: -3

What do the screens show for `COc1ccc(CNC(=O)c2sc(=S)n(-c3ccc(OC)cc3)c2N)cc1`?
APP 5UTR inh: 8; FLuc inh counter: -7; ROMK mod: -0.15; NF-kB neuron act: 1; APP 5'UTR act: -9; STAT3 blocker: 10; FLuc stim CS: 1.1; STAT1 act: 100; STAT3 act: 96; STAT1 blocker: 0

What do the screens show for `CCOC(=O)N1CCN(c2ccc(C(C)=O)cc2F)CC1`?
APP 5UTR inh: 0; FLuc inh counter: 2; NF-kB neuron act: 1.1; APP 5'UTR act: 1; STAT3 blocker: 0; FLuc stim CS: 1; STAT1 act: 92; STAT3 act: 100; STAT1 blocker: 8

Results for O=c1[nH]c(-c2ccccn2)nc(C(F)(F)F)c1Br ?
APP 5UTR inh: 6; FLuc inh counter: -4; ROMK mod: -0.022; NF-kB neuron act: 0.94; APP 5'UTR act: -6; STAT3 blocker: 14; FLuc stim CS: 1; STAT1 act: 91; STAT3 act: 97; STAT1 blocker: 9

Source: PubChem (several laboratories)
